LmPK inhibitor: blocks Leishmania mexicana pyruvate kinase activity | Potency, µM (top dose mostly 57.5 µM), inactives show top-dose activity change, negative = inhibition, actives largely listed as inhibitors | AID 1721 | Q27686 | purified LmPK, Kinase-Glo ATP luminescence, 1 h | 290,000 compounds, 0.37% hits; note: potency is the fitted concentration of half-maximal effect; % is set by controls: 0 for no effect and ±100 for the full control effect
Target sequence (Q27686 whole entry, looked up): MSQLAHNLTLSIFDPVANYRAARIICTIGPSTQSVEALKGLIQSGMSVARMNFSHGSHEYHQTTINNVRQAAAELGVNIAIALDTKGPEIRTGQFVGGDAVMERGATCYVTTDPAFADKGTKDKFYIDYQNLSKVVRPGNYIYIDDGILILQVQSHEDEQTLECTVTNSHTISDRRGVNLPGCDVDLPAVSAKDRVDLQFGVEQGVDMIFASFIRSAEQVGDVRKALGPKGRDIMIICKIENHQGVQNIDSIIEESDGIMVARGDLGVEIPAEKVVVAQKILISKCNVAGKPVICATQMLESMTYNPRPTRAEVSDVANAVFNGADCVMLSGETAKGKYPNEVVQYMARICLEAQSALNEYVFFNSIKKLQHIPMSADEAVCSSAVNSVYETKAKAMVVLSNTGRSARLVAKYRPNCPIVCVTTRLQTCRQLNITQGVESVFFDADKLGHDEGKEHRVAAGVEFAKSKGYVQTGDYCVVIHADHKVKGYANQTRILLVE
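ATP generated from ADP (0.1 mM) and PEP (0.5 mM) by 0.1 nM LmPK over 1 h at room temperature (pH 7.2 imidazole buffer) was detected by coupled luciferase luminescence. Values were normalized to uninhibited and no-enzyme wells.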
Pf growth 48h: P. falciparum growth inhibition at 48 hours (one generation); P. falciparum luciferase growth in erythrocytes, 48 h; Potency, µM (titrated, usually from 28.7 µM), for the others: at the top dose activity change, negative = inhibition, actives largely listed as inhibitors; 310,000 compounds, 5.9% hits; note: potency is the fitted concentration of half-maximal effect; % is set by controls: 0 for no effect and ±100 for the full control effect
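Cell-based growth assay: transgenic P. falciparum expressing firefly luciferase, cultured in red cells within RPMI 1640 containing 0.5% w/v Albumax, 24 mM bicarbonate and gentamycin. A drop in luciferase activity indicates inhibition.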
CHX counter: counter-screen for Shiga toxin inhibitors: cycloheximide protein synthesis inhibition; cell reporter, cycloheximide protein synthesis inhibition counterscreen; max response, %; 300,000 compounds, 12% hits; AID 2314; in the data active = max response mostly above about 13%, no sharp cut-off; inactive = mostly below about 14%; note: read at 38.3 µM for the half of the compounds with a filed dose; 0% is about no effect
Pf growth 96h: P. falciparum growth inhibition at 96 hours | Potency, µM (titrated, usually from 28.7 µM), for inactives: at the top dose activity change, negative = inhibition, most hits filed as inhibitors | 320,000 compounds, 6.9% hits | P. falciparum luciferase reporter growth, 96 h; note: potency is the fitted concentration of half-maximal effect; % is set by controls: 0 for no effect and ±100 for the full control effect
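Erythrocytes infected with luciferase-expressing P. falciparum were dispensed at 2% hematocrit and 0.05% parasitemia (final), then incubated with compounds 96 hours at 37 C in 5% CO2. Luminescence after detection reagent addition reported growth.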
TbPYK inhibitor: blocks Trypanosoma brucei pyruvate kinase | TbPYK enzyme, Kinase-Glo Plus ATP luminescence, 45 min | Potency, µM (top dose mostly 76.8 µM), without a hit: top-dose activity, negative = inhibition, actives largely listed as inhibitors | 410,000 compounds, 0.12% hits | AID 624173; note: potency is the fitted concentration of half-maximal effect; % is set by controls: 0 for no effect and ±100 for the full control effect; nearly all actives have a fitted effect of over 50% in size
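Screened from lowest to highest concentration, compounds were pinned into TbPYK/substrate mixtures, and ADP (130 uM final) was added. Plates sat at room temperature for 45 min prior to Kinase-Glo Plus detection by luminescence.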
Shiga inhibitor: inhibitors of Shiga toxin in Vero cells. Vero cells, Shiga toxin protein synthesis inhibition reporter. inhibition, % at 38.7 µM. 290,000 compounds, 9.2% hits; in the data active = inhibition mostly above about 28%, no sharp cut-off; inactive = mostly below about 43%; note: 0% is about no effect
HCV inh: blocks hepatitis C virus; Huh7.5.1 HCVcc-Cre infection, luciferase reporter, 44 h; Potency, µM (series often up to 41.8 µM), for inactives: at the top dose activity change, negative = inhibition, most hits filed as inhibitors; 340,000 compounds, 3.4% hits; note: potency is the fitted concentration of half-maximal effect; % is set by controls: 0 for no effect and ±100 for the full control effect
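HCVcc-Cre virus at an moi near 0.5 was added right after compound to cells cultured 4 h from seeding (1,000 cells/well). Luciferase activity was determined 44 h later, 15 min after substrate addition at RT.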
Starred values were filed as active, the others as inactive; [ ] = remark or other dose. Unless noted, calls come from the whole dose curve; as a rule, active = well fitted curve in the direction sought with a large enough effect; inconclusive = small, poorly fitted or top-dose-only effect, or another doubt; inactive = no such curve, though single readings can be large; an effect the other way counts as inactive or inconclusive.

Results for Cc1nnc(N2C(=O)C(O)=C(C(=O)c3ccco3)C2c2cccc3ccccc23)s1 (stereo unspecified) ?
LmPK inhibitor: 5%; Pf growth 48h: 10%; CHX counter: 1; Pf growth 96h: -4%; TbPYK inhibitor: -9%; Shiga inhibitor: 37*; HCV inh: 14%

How did O=C(N/N=C(\c1ccccc1)c1cccnc1)C(O)(c1ccccc1)c1ccccc1 do in these assays?
LmPK inhibitor: 9%; Pf growth 48h: inconclusive; CHX counter: -1; Pf growth 96h: inconclusive; TbPYK inhibitor: -3%; Shiga inhibitor: -12; HCV inh: -30%

Results for CN(NS(=O)(=O)c1ccc(F)cc1)c1ncc(C(F)(F)F)cc1Cl ?
LmPK inhibitor: 10%; Pf growth 48h: 367%[activator]; CHX counter: -2; Pf growth 96h: inconclusive; TbPYK inhibitor: -1%; Shiga inhibitor: -1; HCV inh: 11%

How did CC(=O)ON1C(C)(C)CC(OC(=O)c2ccccc2)CC1(C)C do in these assays?
LmPK inhibitor: -5%; Pf growth 48h: inconclusive; CHX counter: -13; Pf growth 96h: inconclusive; TbPYK inhibitor: 0%; Shiga inhibitor: -35; HCV inh: inconclusive

What do the screens show for `CN(C)c1ccc(/C=N/NC(=O)c2sccc2-n2cccc2)cc1`?
LmPK inhibitor: 14%; Pf growth 48h: inconclusive; CHX counter: 39*; Pf growth 96h: 1%; TbPYK inhibitor: 6%; Shiga inhibitor: 98*; HCV inh: 13%

What do the screens show for `CCCCOC(=O)C(C#N)c1nc2ccccc2nc1N1CCOCC1` (stereo unspecified)?
LmPK inhibitor: -2%; Pf growth 48h: inconclusive; CHX counter: 9; TbPYK inhibitor: 0%; Shiga inhibitor: -3; HCV inh: inconclusive

What do the screens show for `CN(CC(=O)Nc1ccc(S(N)(=O)=O)cc1)Cc1ccccc1F`?
LmPK inhibitor: 2%; Pf growth 48h: -22%; CHX counter: -2; Pf growth 96h: 24%; TbPYK inhibitor: 1%; Shiga inhibitor: -4; HCV inh: 9%

What do the screens show for `O=c1[nH][nH]c(C(F)(F)F)c1C=Nc1cccc(Cl)c1`?
LmPK inhibitor: 0%; Pf growth 48h: -1%; CHX counter: -1; Pf growth 96h: 24%; TbPYK inhibitor: 2%; Shiga inhibitor: -5; HCV inh: 11%

What do the screens show for `COc1ccc(S(=O)(=O)c2nnn(-c3ccccc3Cl)c2N)cc1`?
LmPK inhibitor: -5%; Pf growth 48h: -17%; CHX counter: 1; Pf growth 96h: inconclusive; TbPYK inhibitor: 2%; Shiga inhibitor: -4; HCV inh: 5%

What do the screens show for `Cc1cc(C)c(OCCN(C)Cc2ccccc2)c(Br)c1`?
LmPK inhibitor: -4%; Pf growth 48h: 9%; CHX counter: -2; Pf growth 96h: 18%; TbPYK inhibitor: -2%; Shiga inhibitor: 0; HCV inh: 0%

What do the screens show for `COc1ccc(O)c(/C=N/NS(=O)(=O)c2ccc(C)cc2)c1`?
LmPK inhibitor: -4%; Pf growth 48h: -1%; CHX counter: -4; Pf growth 96h: inconclusive; TbPYK inhibitor: -5%; Shiga inhibitor: -3; HCV inh: 14%

What do the screens show for `CCN(Cc1cnn(C)c1)C(=O)C1CCC(=O)N(CCc2ccc(OC)cc2)C1` (stereo unspecified)?
LmPK inhibitor: -4%; Pf growth 48h: -4%; CHX counter: 1; Pf growth 96h: 61%[activator]; TbPYK inhibitor: 5%; Shiga inhibitor: 3; HCV inh: 3%

How did O=[N+]([O-])c1ccc(S(=O)(=O)N2CCSC2c2ccco2)cc1 (stereo unspecified) do in these assays?
LmPK inhibitor: 3%; Pf growth 48h: -16%; CHX counter: -1; Pf growth 96h: 1%; TbPYK inhibitor: 3%; Shiga inhibitor: -3; HCV inh: -6%

How did O=C(O)C1CCCCC1C(=O)Nc1cccc2ccccc12 (stereo unspecified) do in these assays?
LmPK inhibitor: -1%; Pf growth 48h: 4%; CHX counter: 0; Pf growth 96h: inconclusive; TbPYK inhibitor: 6%; Shiga inhibitor: 38; HCV inh: inconclusive

Results for O=C(NC(NC(=S)Nc1ccc(Cl)cc1Cl)C(Cl)(Cl)Cl)c1cccc([N+](=O)[O-])c1 (stereo unspecified) ?
LmPK inhibitor: 3%; Pf growth 48h: 1.7µM*; CHX counter: -1; Pf growth 96h: inconclusive; TbPYK inhibitor: -5%; Shiga inhibitor: 9; HCV inh: inconclusive

At a glance, some entries already given:
Results for Cc1nnc(N2C(=O)C(O)=C(C(=O)c3ccco3)C2c2cccc3ccccc23)s1 (stereo unspecified) ?
LmPK inhibitor: 5%; Pf growth 48h: 10%; CHX counter: 1; Pf growth 96h: -4%; TbPYK inhibitor: -9%; Shiga inhibitor: 37*; HCV inh: 14%

How did O=C(N/N=C(\c1ccccc1)c1cccnc1)C(O)(c1ccccc1)c1ccccc1 do in these assays?
LmPK inhibitor: 9%; Pf growth 48h: inconclusive; CHX counter: -1; Pf growth 96h: inconclusive; TbPYK inhibitor: -3%; Shiga inhibitor: -12; HCV inh: -30%

Further entries
Results for COc1ccc(C(=O)NC2CCN(CC(=O)NCc3cccc(OC)c3)CC2)cc1 ?
LmPK inhibitor: 3%; Pf growth 48h: 7%; CHX counter: -1; Pf growth 96h: 28%; TbPYK inhibitor: -5%; Shiga inhibitor: -3; HCV inh: -8%

How did CCOc1ccc(CN(C)C(=O)NNC(=O)c2ccc(C)cc2)cc1OC do in these assays?
LmPK inhibitor: -2%; Pf growth 48h: 10%; CHX counter: 0; Pf growth 96h: 11%; TbPYK inhibitor: 1%; Shiga inhibitor: -7; HCV inh: 6%

How did CCN(CC)CCCNC(=O)c1ccc(OCC(=O)Nc2ccccc2C(F)(F)F)c(OC)c1 do in these assays?
LmPK inhibitor: -1%; Pf growth 48h: inconclusive; CHX counter: 5; Pf growth 96h: 19µM*; TbPYK inhibitor: -7%; Shiga inhibitor: -5; HCV inh: inconclusive

Results for C#CCO[C@@H]1C[C@H](n2cnc3c(=O)[nH]c(NC(=O)C(C)C)nc32)O[C@@H]1CO ?
LmPK inhibitor: 2%; Pf growth 48h: 10%; CHX counter: 1; Pf growth 96h: 0%; TbPYK inhibitor: 3%; Shiga inhibitor: 20; HCV inh: 14%

What do the screens show for `CCOc1ccc(C(=O)NCC(=O)N2CCCC2)cc1`?
LmPK inhibitor: -8%; Pf growth 48h: 11%; CHX counter: 18; Pf growth 96h: 49%[activator]; TbPYK inhibitor: -4%; Shiga inhibitor: 50*; HCV inh: 21%

How did Nc1c(C(=O)OCc2ccccc2)c2nc3ccccc3nc2n1Cc1cccs1 do in these assays?
LmPK inhibitor: 12%; CHX counter: 0; Pf growth 96h: 15µM*; TbPYK inhibitor: 7%; Shiga inhibitor: -8; HCV inh: inconclusive

What do the screens show for `CCC(c1nnnn1Cc1ccccc1)N(Cc1ccco1)Cc1cc2cc(OC)ccc2[nH]c1=O` (stereo unspecified)?
LmPK inhibitor: 0%; Pf growth 48h: inconclusive; CHX counter: -3; Pf growth 96h: -9%; TbPYK inhibitor: 0%; Shiga inhibitor: -11; HCV inh: -72%

How did Cc1ccc(C(=O)NCC(=O)N2CCN(S(=O)(=O)c3cccs3)CC2)s1 do in these assays?
LmPK inhibitor: -6%; Pf growth 48h: 11%; CHX counter: -1; Pf growth 96h: 8%; TbPYK inhibitor: -15%; Shiga inhibitor: 29; HCV inh: 33%[activator]

How did CC(C)c1ccc(NC(=S)N2CCN(C)CC2)cc1 do in these assays?
LmPK inhibitor: -2%; Pf growth 48h: 65%[activator]; CHX counter: 37*; Pf growth 96h: 141%[activator]; TbPYK inhibitor: 13%; Shiga inhibitor: 37*; HCV inh: 3%

How did Cc1ccc2oc(-c3ccc(NC(=O)c4cccnc4)cc3)nc2c1 do in these assays?
LmPK inhibitor: 5%; Pf growth 48h: -85%; CHX counter: 70*; Pf growth 96h: 56%[activator]; TbPYK inhibitor: -1%; Shiga inhibitor: 62*; HCV inh: inconclusive

What do the screens show for `Cc1nc2c3cc(F)ccc3n(Cc3ccccc3)c2s1`?
LmPK inhibitor: 1%; Pf growth 48h: -12%; CHX counter: 1; Pf growth 96h: -28%; TbPYK inhibitor: -8%; Shiga inhibitor: -13; HCV inh: inconclusive

How did COc1cc(/C=N/NC(=O)CC23CC4CC(CC(C4)C2)C3)cc(Br)c1OCC(=O)N(C)C do in these assays?
LmPK inhibitor: 2%; Pf growth 48h: 13µM*; CHX counter: -2; Pf growth 96h: inconclusive; TbPYK inhibitor: -4%; Shiga inhibitor: -6; HCV inh: inconclusive

What do the screens show for `CN(Cc1ccccc1)C(=O)c1ncn(C)c1C(=O)N(C)Cc1ccccc1`?
Pf growth 48h: 63%[activator]; Pf growth 96h: 45%[activator]; TbPYK inhibitor: -9%; HCV inh: -2%

How did CC(C)[C@H](NC(=O)c1ccc(C(C)(C)C)cc1)C(=O)Nc1nnc(C2CC2)s1 do in these assays?
LmPK inhibitor: 2%; Pf growth 48h: inconclusive; CHX counter: -1; Pf growth 96h: inconclusive; TbPYK inhibitor: -20%; Shiga inhibitor: 19; HCV inh: 3%

How did CCN(CC)S(=O)(=O)c1ccc(Cl)c(C(=O)Nc2nncs2)c1 do in these assays?
LmPK inhibitor: -10%; Pf growth 48h: -28%; CHX counter: -4; Pf growth 96h: 44%[activator]; TbPYK inhibitor: -8%; Shiga inhibitor: -4; HCV inh: -8%

What do the screens show for `O=C(Cn1ncc2c([nH]c3ccccc32)c1=O)N1CCN(c2ccccn2)CC1`?
LmPK inhibitor: -1%; Pf growth 48h: -14%; CHX counter: 0; Pf growth 96h: 1.3µM*; TbPYK inhibitor: 3%; Shiga inhibitor: -4; HCV inh: 14%

What do the screens show for `O=C(Nc1ncc(Cc2cccc(Cl)c2)s1)C1CCCO1` (stereo unspecified)?
LmPK inhibitor: -2%; Pf growth 48h: 111%[activator]; CHX counter: 69*; Pf growth 96h: 101%[activator]; TbPYK inhibitor: -6%; Shiga inhibitor: 116*; HCV inh: -5%

Results for CCCCN(C)C1CCN(C(=S)Nc2ccc(OC)cc2)CC1 ?
LmPK inhibitor: 0%; Pf growth 48h: 3%; CHX counter: 5; Pf growth 96h: -15%; TbPYK inhibitor: 1%; Shiga inhibitor: -12; HCV inh: -7%

Results for Cc1ccc(NC(=O)c2ccc(S(=O)(=O)NCc3cccnc3)cc2)c(C)c1 ?
LmPK inhibitor: -1%; Pf growth 48h: 11%; CHX counter: 1; Pf growth 96h: 3%; TbPYK inhibitor: -4%; Shiga inhibitor: -4; HCV inh: -20%

Results for OC(Cn1cncn1)c1ccc(Cl)cc1 (stereo unspecified) ?
LmPK inhibitor: -2%; Pf growth 48h: 16%; CHX counter: -3; TbPYK inhibitor: 1%; Shiga inhibitor: 0; HCV inh: -10%

What do the screens show for `Nc1cc(=O)nc(SCC(=O)N(C2CCCCC2)C2CCCCC2)n1-c1ccccc1`?
LmPK inhibitor: 3%; Pf growth 48h: inconclusive; CHX counter: 5; Pf growth 96h: inconclusive; TbPYK inhibitor: -2%; Shiga inhibitor: 27; HCV inh: 4%

How did CCc1ccccc1NC(=S)N(CCN1CCCCC1)Cc1ccco1 do in these assays?
LmPK inhibitor: 1%; Pf growth 48h: inconclusive; CHX counter: -3; Pf growth 96h: 24%; TbPYK inhibitor: -6%; Shiga inhibitor: 2; HCV inh: 6%
